High-throughput results (PubChem)
SF1 activator: activates the human nuclear receptor SF-1; CHO-K1 Gal4-SF-1 LBD luciferase reporter; % increase over DMSO SF-1-specific signal; actives 1.9% (n = 65,000); activation, % at 10 µM;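 active means activation above the mean activation of all tested compounds plus 3 SD, cut at about 50% in these data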
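Compound – one dose, 10 µM compound, 1% DMSO · Test system – transient Gal4-SF-1 LBD reporter, CHO-K1 · Input – 4,000 cells in each well · Read-out basis – percent activation relative to DMSO median and mock-transfected background · Replicates – single measurement per compound · Technique – steady-glow luciferase luminescence, read after 15 min reagent incubation · Timing – 20 h compound treatment, 37 °C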
Hsp90 inh: displaces geldanamycin probe from tumor Hsp90. P07900. NCI-N417 lysate Hsp90, Cy3B-geldanamycin FP displacement. inhibition, % at 30 µM. actives 0.35% (n = 64,000). AID 429;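 active means inhibition above 50%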;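 further: 0% = tracer plus lysate wells and 100% = tracer alone without lysate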
Cdc25B block: human M-phase inducer phosphatase 2 inhibition; P30305; recombinant Cdc25B, OMFP fluorescence Ex485/Em525; inhibition, %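 (compounds tested at 10 µM final in the well)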; actives 0.1% (n = 65,000); AID 368; in the data active means inhibition above about 50%
TNAP act DEA: activators of human TNAP at intermediate phosphate acceptor | P05186 | purified TNAP, CDP-star luminescence, 100 mM DEA, 30 min; active compounds read high; scale: 0 levamisole-inhibited, 1 vehicle-only enzyme | activation factor at 20 µM | 64,000 tested, under 10 active | AID 813;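 active means activation factor of at least 2 at 20 µM, relative to controls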
DUSP1 inh: inhibitors of human MKP-1 phosphatase; recombinant MKP-1, OMFP hydrolysis fluorescence; AID 374; actives 0.15% (n = 65,000); P28562; inhibition, %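 (compounds tested at a single concentration somewhere between 10 and 100 µM)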;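 active means inhibition above about 50%, limit read from the data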;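 further: 0% = DMSO max control wells and 100% = wells with enzyme stopped by NaOH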
Her2 expr inh: inhibitors of human Her2 kinase expression; P04626; HER2 level % of control, % at 10 µM; SKBR-3 HER2 protein level, AlphaScreen, 18-24 h; active compounds read low; actives 0.69% (n = 65,000); AID 645;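 active means HER2 level under 5% of the carrier-only control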;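 further: 100% = DMSO carrier and 0% = 500 nM PU-H71 HSP90 inhibitor; lower value means stronger loss of Her2 protein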
Target sequence (P04626 whole entry, looked up): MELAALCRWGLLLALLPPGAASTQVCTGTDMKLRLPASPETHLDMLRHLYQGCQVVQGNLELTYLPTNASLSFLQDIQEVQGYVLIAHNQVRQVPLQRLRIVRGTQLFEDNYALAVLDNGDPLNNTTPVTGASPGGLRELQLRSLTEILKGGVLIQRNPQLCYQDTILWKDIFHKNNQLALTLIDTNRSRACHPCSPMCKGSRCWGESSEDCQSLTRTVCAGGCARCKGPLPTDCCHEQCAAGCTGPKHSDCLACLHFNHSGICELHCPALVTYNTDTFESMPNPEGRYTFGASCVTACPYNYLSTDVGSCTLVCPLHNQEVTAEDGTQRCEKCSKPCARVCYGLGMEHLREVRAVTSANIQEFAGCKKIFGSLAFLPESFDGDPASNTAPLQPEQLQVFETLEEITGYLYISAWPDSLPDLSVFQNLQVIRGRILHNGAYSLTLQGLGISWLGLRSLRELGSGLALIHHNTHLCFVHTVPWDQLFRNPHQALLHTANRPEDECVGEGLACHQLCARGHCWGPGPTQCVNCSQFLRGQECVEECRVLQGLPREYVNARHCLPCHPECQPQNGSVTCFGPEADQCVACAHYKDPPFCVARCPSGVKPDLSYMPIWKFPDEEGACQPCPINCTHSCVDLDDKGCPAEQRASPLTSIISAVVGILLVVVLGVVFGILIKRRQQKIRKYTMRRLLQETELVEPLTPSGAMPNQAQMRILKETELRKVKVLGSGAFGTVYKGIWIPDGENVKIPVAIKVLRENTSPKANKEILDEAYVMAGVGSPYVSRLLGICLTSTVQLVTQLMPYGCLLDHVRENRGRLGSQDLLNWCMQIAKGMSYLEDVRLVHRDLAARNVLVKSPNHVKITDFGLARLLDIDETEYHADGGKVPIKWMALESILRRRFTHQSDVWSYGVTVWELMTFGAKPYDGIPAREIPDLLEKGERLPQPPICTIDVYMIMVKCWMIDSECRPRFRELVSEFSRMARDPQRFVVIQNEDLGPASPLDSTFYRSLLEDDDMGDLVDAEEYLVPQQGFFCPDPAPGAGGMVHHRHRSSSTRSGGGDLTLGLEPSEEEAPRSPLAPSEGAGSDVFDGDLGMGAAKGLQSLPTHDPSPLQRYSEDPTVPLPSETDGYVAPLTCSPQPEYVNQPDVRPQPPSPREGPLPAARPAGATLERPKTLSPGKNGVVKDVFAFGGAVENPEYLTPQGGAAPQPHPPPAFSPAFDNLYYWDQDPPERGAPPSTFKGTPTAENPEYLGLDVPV
RORa activator: activators of human nuclear receptor RORA. P35398. CHO-K1 Gal4-RORA LBD luciferase reporter, luminescence; percent increase over mock-subtracted basal signal. activation, % at 10 µM. actives 1.5% (n = 65,000);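 active means activation above the mean of all tested compounds plus 3 SD, cut at about 49% in these data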;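 further: 0% = DMSO-treated RORA cells and 100% = added signal equal to DMSO minus mock-transfected cells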
D1 mod: allosteric modulators of human D1 dopamine receptor; HEK293 D1, CRE-luciferase, dopamine EC30 potentiation; actives deviate in either direction; B-score at 10 µM; actives 5.9% (n = 58,000);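 active means luminescence count or its row- and column-corrected plate score outside the 99.7% band of the plate's sample wells, on either side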
FXIIa inh mix: inhibitors of human coagulation factor XIIa, pooled mixtures; purified FXIIa, fluorogenic substrate; inhibition, % at 5 µM; actives 0.2% (n = 62,000); P00748; in the data active means inhibition above about 20%, passing the limit was not always enough;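 further: 0% = enzyme without compound and 100% = no enzyme blank; some results filed as inactive read as strong as hits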
Active calls of the source: *; / = no result given.

Each structure is followed by: SF1 activator	Hsp90 inh	Cdc25B block	TNAP act DEA	DUSP1 inh	Her2 expr inh	RORa activator	D1 mod	FXIIa inh mix
(1) CC1CCCCN1C(=O)Cn1c(=O)oc2ccccc21 (configuration not stated)
    -7	-1	-2	0.9	-18	125	-33	0.43	-1
(2) Cc1cc(C)n(S(=O)(=O)c2ccc(Cl)c(Cl)c2Cl)n1
    -3	0	-5	0.9	7	105	0	0.16	1
(3) O=C(Nc1cccc(C(F)(F)F)c1)C1CCCN(S(=O)(=O)c2cnc[nH]2)C1 (configuration not stated)
    -5	-4	-7	0.8	8	108	6	-0.69	9
(4) CCCCC(=O)Nc1ccc(C(N)=O)cc1
    -11	-3	3	0.9	-8	92	-16	-1.5	3
(5) CCCS(=O)(=O)c1c(S(=O)(=O)CCC)c2cc(CC)ccn2c1C(=O)OC
    -16	2	-6	1	5	77	-11	6.5*	-16
(6) CC(C)COc1cccc(C(=O)Nc2ccc(S(=O)(=O)N3CCOCC3)cc2)c1
    4	-7	-7	0.9	9	77	-1	0.68	7
(7) CCSc1nnc(NC(=O)CSc2nc3c(c(=O)n2C)SC(C)C3)s1 (configuration not stated)
    -13	1	-27	/	6	89	-32	-0.25	/
(8) Cc1ccc(CNC(=O)C2c3ccccc3C(=O)N(C)C2c2c[nH]c3ccccc23)o1 (configuration not stated)
    -5	-10	-5	1	2	120	11	-1.5	0
(9) COc1ccc(OC)c(C2C(C(=O)c3cccs3)=C(O)C(=O)N2CCN(C)C)c1 (configuration not stated)
    -4	-3	4	0.9	-4	115	-17	-0.11	-17
(10) Cc1c(C(=O)Nc2nnc(C(F)(F)F)s2)oc2ccccc12
    41	-5	-17	0.9	17	28	-13	-0.9	4
(11) COC(=O)c1ccc(Oc2nc3c(c(=O)n(C)c(=O)n3C)n2CCC(C)C)cc1
    12	0	-3	1.1	2	146	-7	0.071	3
(12) c1cc2nncn2nc1N1CCCC1
    -7	-1	-4	0.9	-28	89	14	-0.16	-5
(13) Cc1ccc(SCc2nc(-c3ccccc3)no2)cc1
    5	-5	-12	0.8	-4	129	3	-0.027	13
(14) COCCNC(=O)c1ccc2ccccc2n1
    8	-2	-7	1	3	113	11	-0.078	2
(15) O=C(COc1ccccc1)Nc1cccc(-c2nnc(-c3ccccc3)o2)c1
    46	-3	12	0.9	15	123	-5	-1.3	2
(16) CCCOc1ccc([C@@H]2C3CN(C(=O)OCC)CC=C3C(C#N)=C(N)C2(C#N)C#N)cc1OC (some centres not stated)
    -6	-7	4	0.9	13	120	4	1.7	-13
(17) CCOC1OC2C(CO)OC(n3cnc4c(N)ncnc43)C2O1 (configuration not stated)
    -9	1	11	1	14	108	16	0.16	10
(18) CC1CC(C(F)(F)F)n2ncc(C(=O)O)c2N1 (configuration not stated)
    -7	-1	-1	0.9	11	106	-5	0.42	0
(19) Cc1ccc2c(c1)N(CC(=O)N1CCCCC1c1cccnc1)C(=O)CO2 (configuration not stated)
    -3	-5	-9	0.8	-5	124	-12	-0.049	2
(20) Cc1cc(NC(=O)COC(=O)c2cc3c(s2)CCC(C)C3)no1 (configuration not stated)
    5	-3	1	0.9	16	76	-3	0.023	-6
(21) O=C(NCCCO)c1ccc2[nH]c3ccccc3c2c1
    4	-5	-5	0.9	14	96	2	/	-4
(22) CSc1ccccc1NS(=O)(=O)c1ccc2c(c1)OCCO2
    -9	0	-5	0.9	-3	57	2	0.55	4
(23) COC(=O)c1c(NC(=O)C2CC2)sc2c1CCCC2
    -15	0	-6	0.9	9	100	-11	1.3	-3
(24) COc1cc2c(=O)n(Cc3ccco3)c(=O)n(CC(=O)c3ccc(Br)cc3)c2cc1OC
    -11	0	2	0.9	31	52	-28	-0.76	4
(25) CN=C1SC(CC(=O)Nc2cc(Cl)ccc2Cl)C(=O)N1C (configuration not stated)
    -8	1	-2	1	13	/	-26	0.012	0
(26) O=C(c1ccccc1NS(=O)(=O)c1ccc(Br)s1)N1CCCC1
    -9	-3	-2	0.9	-4	139	-3	-1.2	1
(27) CCOc1ccc(C2C(C(=O)c3ccc(C)o3)=C(O)C(=O)N2CCCN(CC)CC)cc1 (configuration not stated)
    3	-7	12	0.9	-13	76	8	-0.26	/
(28) COc1ccc(CC(NC(C)=O)C(=O)NC2CCN(S(=O)(=O)c3ccccc3)CC2)cc1OC (configuration not stated)
    -22	-1	7	0.9	14	60	-16	-1.5	2
(29) CCOc1ccc(N(CC(=O)NC2CCCCCC2)S(=O)(=O)c2c(C)noc2C)cc1
    -4	-2	-3	1	12	76	16	-1.2	5
(30) O=C(COC(=O)CCOc1ccccc1)Nc1ccc(Cl)cn1
    1	-10	0	0.8	17	85	-14	/	3
(31) Cc1nnc(SCC(=O)N2CCC(C(N)=O)CC2)s1
    -4	1	20	0.9	-14	30	-32	0.57	5
(32) COCCOc1ccc(C(F)(F)F)cc1Nc1nc2ccccc2o1
    -17	1	-5	0.9	11	150	-14	/	1
(33) COc1cccc(/C=N/n2cncn2)c1OCC#N
    3	-3	-11	0.9	-7	79	-8	-0.61	-6
(34) CCOc1cc(C(=O)N2CCN(c3ccc(C(C)=O)cc3)CC2)cc(OCC)c1OCC
    -6	1	-13	0.9	10	98	20	0.4	13
(35) CC(C)[C@H](NC(=O)NC1CCCC1)C(=O)O
    4	-2	1	0.9	-3	79	-19	0.95	-1
(36) CCCc1cc(C(=O)Nc2cc(OC)c(Cl)cc2OC)no1
    -13	-2	-9	0.9	-7	90	-4	-0.1	-3
(37) O=C(CSc1nc2ccsc2c(=O)n1Cc1ccccc1)NCc1ccco1
    -10	-1	1	0.9	-12	88	13	-2.2*	-3
(38) CCCCn1nnc(NC(=O)CC23CC4CC(CC(C4)C2)C3)n1
    17	4	-3	1	8	79	-18	0.79	2
(39) COc1cc2c(=O)n(Cc3ccccc3)c(=O)n(CC(=O)NCC3CCCO3)c2cc1OC (configuration not stated)
    -25	/	-11	0.9	12	118	-14	/	-13
(40) Clc1ccc(CSc2nnc([C@@H]3CCCN3)o2)cc1
    -8	-1	-16	1	20	100	-9	/	-18
(41) N#Cc1c(F)cccc1N1CCOCC1
    -5	-2	-8	0.9	-1	97	1	/	7
(42) CCOC(=O)C1=C(C)Nc2ncnn2C1c1ccc2c(c1)OCO2 (configuration not stated)
    -15	-9	-10	0.9	-3	122	-12	2.5	8
(43) COCCn1c(SCC(=O)N2CCCCC2)nc2ccccc2c1=O
    1	1	-3	1	18	104	-16	-0.47	8
(44) CC1CCN(S(=O)(=O)c2cc(Cl)ccc2Br)CC1
    -14	1	-19	0.9	6	98	3	0.48	-28
(45) CCn1c(Cn2nnc(-c3ccccc3)n2)nnc1SCc1ccc(Cl)c(Cl)c1
    -8	-3	-23	0.9	7	90	2	/	-1
(46) COC(=O)c1c(-c2ccc(F)cc2)csc1NC(=O)c1ccco1
    /	/	-7	0.9	8	95	/	3.3*	3
(47) Cc1ccc(OCCSc2nnc(NC(=O)c3ccco3)s2)cc1
    3	-1	6	0.9	1	97	8	0.4	11
(48) COc1ccccc1-c1cc(C(F)(F)F)nc(S(=O)(=O)CCCC(=O)N2CCCCC2C)n1 (configuration not stated)
    -44	1	-10	1	16	-17*	-40	-0.79	-15
(49) Oc1cc2ccccc2cc1-c1n[nH]c(=S)o1
    12	-3	-9	0.9	9	119	3	-0.91	-14
(50) O=C(Cn1cc(C(=O)c2cccs2)c2ccccc21)NCc1ccc2c(c1)OCO2
    -1	-3	-7	0.9	1	89	14	-0.8	-14
(51) CCN(Cc1ccccc1)S(=O)(=O)c1nc2nc(C)c(C)c(C)n2n1
    8	5	-15	1.2	-2	98	-15	-1.5	1
(52) COc1ccc(NC(=O)c2c(-c3ccccc3Cl)noc2C)c(OC)c1
    3	3	3	0.9	17	94	-14	0.0021	4
(53) Cc1cc2c(c(=O)o1)C(Cc1ccccc1)C(C#N)=C(N)O2 (configuration not stated)
    -5	-10	-18	0.9	-17	101	4	0.12	0
(54) CCOC(=O)N1CCN(C(=O)c2cc3c(=O)n(C)c4ccccc4c3n2C)CC1
    9	-2	4	0.9	-4	99	22	0.76	5
(55) Cc1nn(C(C)C(=O)O)c(=O)c2c1sc1ccccc12 (configuration not stated)
    2	-5	4	0.9	29	86	-6	-0.79	6
(56) COc1ccc(NC(=O)c2ccco2)cc1NC(=O)c1c(F)c(F)c(OC)c(F)c1F
    -4	-1	-5	0.9	7	/	28	-0.53	1
(57) CN1C(=O)N(CN2CCCCC2)C2C1N(C)C(=O)N2CN1CCCCC1 (configuration not stated)
    -4	1	12	0.8	-13	76	8	-0.56	5
(58) CCOc1ccccc1NC1=NCC(=O)N1Cc1ccc(F)cc1
    4	1	-18	0.9	8	139	-2	-0.51	4
(59) CCC(=O)n1nc(NCc2ccccc2OC)nc1NCc1ccccc1OC
    0	-2	-7	0.9	3	79	23	1.3	10
(60) O=C(Nc1nnc(CCN2CCOCC2)s1)C1CCCCC1
    -3	-2	3	1	-3	103	-8	-0.58	4
(61) c1ccc(CC2CCN(c3nnnn3-c3ccccc3)CC2)cc1
    -9	2	-4	0.9	3	72	-22	1.6	-17
(62) CC1N/C(=C\C(=O)c2ccccc2)N(O)C1(C)C (configuration not stated)
    30	0	2	0.8	-19	122	37	-0.34	0
(63) COc1cccc2cc(C(=O)N3CCc4ccccc43)c(=O)oc12
    10	-8	4	0.9	-4	42	-8	1.7	-3

Grouped by structure, those above with fluorine (9)
Each structure is followed by: SF1 activator	Hsp90 inh	Cdc25B block	TNAP act DEA	DUSP1 inh	Her2 expr inh	RORa activator	D1 mod	FXIIa inh mix
(3) O=C(Nc1cccc(C(F)(F)F)c1)C1CCCN(S(=O)(=O)c2cnc[nH]2)C1 (configuration not stated)
    -5	-4	-7	0.8	8	108	6	-0.69	9
(10) Cc1c(C(=O)Nc2nnc(C(F)(F)F)s2)oc2ccccc12
    41	-5	-17	0.9	17	28	-13	-0.9	4
(18) CC1CC(C(F)(F)F)n2ncc(C(=O)O)c2N1 (configuration not stated)
    -7	-1	-1	0.9	11	106	-5	0.42	0
(32) COCCOc1ccc(C(F)(F)F)cc1Nc1nc2ccccc2o1
    -17	1	-5	0.9	11	150	-14	/	1
(41) N#Cc1c(F)cccc1N1CCOCC1
    -5	-2	-8	0.9	-1	97	1	/	7
(46) COC(=O)c1c(-c2ccc(F)cc2)csc1NC(=O)c1ccco1
    /	/	-7	0.9	8	95	/	3.3*	3
(48) COc1ccccc1-c1cc(C(F)(F)F)nc(S(=O)(=O)CCCC(=O)N2CCCCC2C)n1 (configuration not stated)
    -44	1	-10	1	16	-17*	-40	-0.79	-15
(56) COc1ccc(NC(=O)c2ccco2)cc1NC(=O)c1c(F)c(F)c(OC)c(F)c1F
    -4	-1	-5	0.9	7	/	28	-0.53	1
(58) CCOc1ccccc1NC1=NCC(=O)N1Cc1ccc(F)cc1
    4	1	-18	0.9	8	139	-2	-0.51	4
